Screening data from PubChem BioAssay.
RmlCD inh 1536 = blocks M. tuberculosis RmlC and RmlD coupled enzymes. inhibition, % at 3.6 µM. 0.03% of 160,000 active. AID 1533. RmlC+RmlD coupled enzyme assay, percent inhibition; primary screen in compound mixtures. P9WH09+P9WH11; in the data active = inhibition mostly above about 34%, no sharp cut-off; also: some results filed as inactive read as strong as hits
Target sequence (P9WH09 whole entry, looked up): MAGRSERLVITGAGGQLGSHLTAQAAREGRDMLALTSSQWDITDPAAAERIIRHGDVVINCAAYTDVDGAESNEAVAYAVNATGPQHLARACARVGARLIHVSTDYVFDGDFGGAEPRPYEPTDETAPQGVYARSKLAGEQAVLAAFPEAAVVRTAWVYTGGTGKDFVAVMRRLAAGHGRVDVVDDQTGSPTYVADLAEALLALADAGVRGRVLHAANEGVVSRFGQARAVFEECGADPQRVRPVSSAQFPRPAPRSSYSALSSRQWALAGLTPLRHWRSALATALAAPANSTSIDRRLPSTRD
Target sequence (P9WH11 whole entry, looked up): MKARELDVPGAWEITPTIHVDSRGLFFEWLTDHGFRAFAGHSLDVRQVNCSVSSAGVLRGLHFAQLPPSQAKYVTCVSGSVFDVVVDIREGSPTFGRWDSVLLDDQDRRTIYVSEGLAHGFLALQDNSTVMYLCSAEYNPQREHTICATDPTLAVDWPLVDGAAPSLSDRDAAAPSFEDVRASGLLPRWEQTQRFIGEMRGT
M. tuberculosis GlmU = inhibition of mycobacterial GlmU enzyme – biochemical, glucosamine-1-phosphate acetyltransferase (AID 1376); M. tuberculosis GlmU acetyltransferase enzyme assay; higher % means a stronger effect; one-dose inhibition, %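 (tested at 30 µM in the primary screen)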; IC50 in µM for titrated hits; 0.25% of 220,000 active; in the data active = inhibition above about 13%;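 also: 0% = complete reaction with vehicle and 100% = reaction without substrate; strong numbers were not always called active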
Starred values were filed as active, the others as inactive. Only part of the results is shown; the hit share may differ from the screen's.

How did Cc1ccsc1/C=C1\CCC(C2CCCC2)C1=O (stereo not given) do in these assays?
RmlCD inh 1536: -9.0; M. tuberculosis GlmU: 5.6%

What do the screens show for `O=C(O)c1cccc(COc2ccc(CO)cc2Cl)c1`?
RmlCD inh 1536: 27.6; M. tuberculosis GlmU: 5.9%

Results for Cc1ccccc1C(NC(N)=O)c1ccccc1 (stereo not given) ?
M. tuberculosis GlmU: 3.0%

Results for O=C(OCCN1CCOCC1)C1(c2ccccc2)CCCCC1 ?
M. tuberculosis GlmU: 4.8%

How did CNC(=S)NNC(=O)c1oc2nc(-c3ccccc3)cc(C)c2c1N do in these assays?
RmlCD inh 1536: 14.2; M. tuberculosis GlmU: 3.6%

What do the screens show for `Cc1ccc(NC(=O)CSc2nnc(-c3ccccc3C)o2)cc1C`?
RmlCD inh 1536: 3.0; M. tuberculosis GlmU: -4.3%

How did CCCn1c(SCC(=O)N2CCCc3ccccc32)nnc1-c1ccccn1 do in these assays?
RmlCD inh 1536: -2.2

How did Cc1nc2c(C(F)(F)F)cccc2c2c1CCS2 do in these assays?
RmlCD inh 1536: 5.6; M. tuberculosis GlmU: -0.6%

Results for CCOC(=O)CSc1nnc(C)n1N ?
M. tuberculosis GlmU: 2.1%

How did C/C(=N\NC(=O)c1ccccc1[N+](=O)[O-])c1c(O)cc(C)oc1=O do in these assays?
RmlCD inh 1536: -7.5; M. tuberculosis GlmU: -1.9%

How did O=C(Nc1cc(C(F)(F)F)ccc1N1CCOCC1)c1n[nH]c(=O)c2ccccc12 do in these assays?
RmlCD inh 1536: 3.6; M. tuberculosis GlmU: -3.5%

What do the screens show for `Cc1cc(NC(=O)c2n[nH]c(=O)c3ccccc23)ccc1Br`?
RmlCD inh 1536: -8.0

An excerpt from above in order of length of the SMILES, lowest first.
Results for Cc1ccccc1C(NC(N)=O)c1ccccc1 (stereo not given) ?
M. tuberculosis GlmU: 3.0%

How did Cc1ccsc1/C=C1\CCC(C2CCCC2)C1=O (stereo not given) do in these assays?
RmlCD inh 1536: -9.0; M. tuberculosis GlmU: 5.6%

Results for O=C(OCCN1CCOCC1)C1(c2ccccc2)CCCCC1 ?
M. tuberculosis GlmU: 4.8%

How did CCCn1c(SCC(=O)N2CCCc3ccccc32)nnc1-c1ccccn1 do in these assays?
RmlCD inh 1536: -2.2

How did C/C(=N\NC(=O)c1ccccc1[N+](=O)[O-])c1c(O)cc(C)oc1=O do in these assays?
RmlCD inh 1536: -7.5; M. tuberculosis GlmU: -1.9%

Next compounds follow:
Results for COc1ccc(C(O)c2nccn2Cc2ccccc2)cc1OC (stereo not given) ?
M. tuberculosis GlmU: 2.7%

What do the screens show for `CCCCNC(=O)Cn1c(-c2ccc(OC)cc2)noc1=O`?
RmlCD inh 1536: 12.8; M. tuberculosis GlmU: -3.2%

What do the screens show for `CCOC(=O)C(=O)c1c(C)cc2ccccn12`?
RmlCD inh 1536: -12.6; M. tuberculosis GlmU: 1.0%

Results for Cc1ccccc1Nc1nc(N)nc(CSc2ccc(F)cc2)n1 ?
M. tuberculosis GlmU: -2.7%

What do the screens show for `Cc1ccc(-n2c(SCC(=O)N3CCOCC3)nnc2-c2cccnc2)cc1C`?
M. tuberculosis GlmU: 0.8%

Results for Cn1c(=O)c2[nH]c(-c3ccccc3)nc2n(C)c1=O ?
M. tuberculosis GlmU: 7.8%

How did C=CCNC(=S)NNC(=O)COc1ccc(Cl)cc1Cl do in these assays?
RmlCD inh 1536: 6.2; M. tuberculosis GlmU: 6.8%

How did CCCCn1c(SCC(=O)c2ccc3c(c2)OCCO3)nnc1-c1ccoc1C do in these assays?
RmlCD inh 1536: -9.3

How did CCc1ccc(NC(=S)/N=C(\N)Nc2nc(C)c3cc(CC)ccc3n2)cc1 do in these assays?
M. tuberculosis GlmU: -5.4%

How did Cc1c(C(=O)NCCO)sc2nc3n(c(=O)c12)CCC3 do in these assays?
M. tuberculosis GlmU: 0.2%

What do the screens show for `Cc1cc(C)n(-c2nc(Nc3ccccc3)nc(-n3nc(C)cc3C)n2)n1`?
M. tuberculosis GlmU: 2.0%

Results for COc1ccccc1NC(=O)CSc1nnc(CCC(=O)Nc2ccccc2F)n1C ?
RmlCD inh 1536: 13.4; M. tuberculosis GlmU: -5.6%

What do the screens show for `C=CCOC(=O)/C(=C\C=C\c1ccccc1)NC(=O)c1ccccc1`?
RmlCD inh 1536: 6.6; M. tuberculosis GlmU: -3.9%

Results for O=C(CN(Cc1cccs1)C(=O)CN1C(=O)COc2ccccc21)NCc1ccco1 ?
M. tuberculosis GlmU: 2.9%

Results for Cc1c(C(=O)O)sc2nc(SCC(=O)Nc3ccc(S(=O)(=O)NCCCC(=O)O)cc3)[nH]c(=O)c12 ?
M. tuberculosis GlmU: -3.6%

What do the screens show for `N=C1C(c2ccccc2)=C(O)CN1CCO`?
M. tuberculosis GlmU: 6.0%

What do the screens show for `Clc1ccccc1CSC1=NCCN1`?
RmlCD inh 1536: 6.8; M. tuberculosis GlmU: 0.8%

What do the screens show for `CC(=O)c1cccc(NC(=O)COC(=O)COc2ccc(Cl)cc2)c1`?
RmlCD inh 1536: -1.4; M. tuberculosis GlmU: 6.0%

How did COC(=O)[C@@H]1CCCN1C(=O)[C@@H](NC(=O)OC(C)(C)C)C(C)C do in these assays?
M. tuberculosis GlmU: 5.1%

What do the screens show for `CCOc1ccc(C(C)(N)C(=O)O)cc1` (stereo not given)?
M. tuberculosis GlmU: 4.0%

Results for O=C(COC(=O)c1ccc(NS(=O)(=O)c2ccc(Br)s2)cc1)NC1CCCC1 ?
RmlCD inh 1536: -9.8; M. tuberculosis GlmU: -1.0%

What do the screens show for `COCCCN(C(=S)NC(=O)C(C)(C)C)c1c(N)n(Cc2ccccc2)c(=O)[nH]c1=O`?
RmlCD inh 1536: 10.9; M. tuberculosis GlmU: 2.0%

What do the screens show for `Cc1cc(C)c(NC(=O)CSc2nnc(Cc3cccn3C)n2-c2ccc(F)cc2)c(C)c1`?
RmlCD inh 1536: -4.6; M. tuberculosis GlmU: 0.8%

Results for O=S(=O)(Nc1ccc(Cl)cc1)c1ccc(N2CCOCC2)c(NC(=S)NC2CC2)c1 ?
RmlCD inh 1536: -9.6; M. tuberculosis GlmU: 9.4%

Results for CCOCCCNC(=O)C(c1ccc(C)cc1)N(Cc1cccs1)C(=O)c1ccccc1O (stereo not given) ?
M. tuberculosis GlmU: 4.0%

How did Cc1ccc(-c2nn(-c3ccccc3)cc2C2SCC(=O)N2Cc2ccccc2)o1 (stereo not given) do in these assays?
M. tuberculosis GlmU: 2.1%

What do the screens show for `Cc1ccn2cc(-c3cccc(NC(=O)C(C)C)c3)nc2c1`?
RmlCD inh 1536: 2.7; M. tuberculosis GlmU: -1.3%

What do the screens show for `CN(C)c1ccc(C(=O)Nc2ccc(S(=O)(=O)NC3=NCCCCC3)cc2)cc1`?
M. tuberculosis GlmU: -3.5%

Results for C/C(=N\n1c(C)cc(C)c(C#N)c1=O)c1cccs1 ?
RmlCD inh 1536: 11.8; M. tuberculosis GlmU: 1.2%

What do the screens show for `Cc1cc(Cl)ccc1NC(=S)N1CCN(Cc2ccc3c(c2)OCO3)CC1`?
M. tuberculosis GlmU: -2.1%

Results for Cc1cc(N/N=C/c2ccccc2[N+](=O)[O-])nc(-n2nc(C)cc2C)n1 ?
M. tuberculosis GlmU: -0.6%

Results for Cc1ccc(NS(=O)(=O)c2cccc(C(=O)OCC(=O)NCc3ccco3)c2)cc1 ?
M. tuberculosis GlmU: 1.0%

What do the screens show for `CC(C)CC(NC(=O)c1ccc(Cl)cc1Cl)C(=O)O` (stereo not given)?
RmlCD inh 1536: 12.8; M. tuberculosis GlmU: 1.2%

Results for O=C(O)/C=C/c1coc2ccccc2c1=O ?
M. tuberculosis GlmU: -4.9%

What do the screens show for `O=c1[nH][nH]c(-c2ccccc2)c1C=Nc1ccc(C(F)(F)F)cc1`?
RmlCD inh 1536: -0.6; M. tuberculosis GlmU: -3.6%

What do the screens show for `CC1(C)CC(=O)C2=C(C1)N(c1ccc(F)cc1)C(N)=C(C#N)C2c1cccs1` (stereo not given)?
RmlCD inh 1536: 34.8; M. tuberculosis GlmU: -3.8%

Results for COc1cc(C(=O)NCCOc2ccccc2C)c(Br)c(OC)c1OC ?
M. tuberculosis GlmU: 1.6%

What do the screens show for `COc1ccc(-c2cn(-c3ccc(Br)cc3)c3[n+]2CCS3)cc1`?
RmlCD inh 1536: 5.9; M. tuberculosis GlmU: 5.1%

Results for Cc1nc(C(=O)NNC(=O)c2cccc(Cl)c2)c(C(F)(F)F)o1 ?
RmlCD inh 1536: 8.4; M. tuberculosis GlmU: 3.4%

How did Cc1cccc(N(C(=O)CCC(=O)Nc2cc(C)on2)C(C(=O)NC2CCCC2)c2ccc(C)o2)c1 (stereo not given) do in these assays?
RmlCD inh 1536: 7.8; M. tuberculosis GlmU: -2.9%

Results for Clc1ccc(-c2nnc(SCc3nc(-c4ccccc4)no3)o2)cc1 ?
RmlCD inh 1536: -6.7; M. tuberculosis GlmU: 1.9%

What do the screens show for `CC(=O)c1ccc2c(c1)OCCOCCOCCOCCO2`?
RmlCD inh 1536: 1.3; M. tuberculosis GlmU: -2.1%

How did CCSc1nnc(NC(=O)c2nn(C(C)C)c(=O)c3ccccc23)s1 do in these assays?
M. tuberculosis GlmU: -3.4%

What do the screens show for `O=C(NCc1cccs1)C1CCC(CNS(=O)(=O)c2ccccc2)CC1` (stereo not given)?
RmlCD inh 1536: 8.2; M. tuberculosis GlmU: -4.9%

Results for C=C1C(O)C[C@H]2C(=C)CCC3[C@H](OC(=O)[C@]3(O)CO)[C@@H]12 (stereo not given in full) ?
M. tuberculosis GlmU: 1.6%

Results for Nc1ccc(N2CCN(Cc3ccccc3Cl)CC2)c(Cl)c1 ?
M. tuberculosis GlmU: -1.4%

Results for O=CN1CCN(C(=O)c2ccccc2Cl)CC1 ?
RmlCD inh 1536: 13.2

What do the screens show for `O=C(NCc1cc(C(F)(F)F)cc(C(F)(F)F)c1)C1CC(c2cccc([N+](=O)[O-])c2)=NO1` (stereo not given)?
RmlCD inh 1536: 27.9; M. tuberculosis GlmU: -2.3%

Reprinted at random: two records from the list.
How did CCSc1nnc(NC(=O)c2nn(C(C)C)c(=O)c3ccccc23)s1 do in these assays?
M. tuberculosis GlmU: -3.4%

Results for Cc1nc(C(=O)NNC(=O)c2cccc(Cl)c2)c(C(F)(F)F)o1 ?
RmlCD inh 1536: 8.4; M. tuberculosis GlmU: 3.4%

Remaining list, next part
Results for Cc1ccc(CNC(=O)CN(Cc2cccs2)C(=O)C2(C)CC(=O)N=C3C=CC=CN32)cc1 (stereo not given) ?
RmlCD inh 1536: 4.0; M. tuberculosis GlmU: 5.2%

What do the screens show for `O=C1NC(=O)C(=Cc2ccccc2Oc2ccc(F)cc2)C(=O)N1`?
RmlCD inh 1536: 5.4; M. tuberculosis GlmU: 4.4%

How did Clc1cccc(Nc2nc(-c3ccncc3)nc3ccccc23)c1 do in these assays?
RmlCD inh 1536: 1.8; M. tuberculosis GlmU: 3.7%

What do the screens show for `C=CCNc1nc(Nc2ccccc2F)nc(OCC)n1`?
RmlCD inh 1536: -8.5; M. tuberculosis GlmU: 2.3%

What do the screens show for `CCOC(=O)C1CCCc2c1[nH]c1c(C(=O)O)cccc21` (stereo not given)?
RmlCD inh 1536: 9.6; M. tuberculosis GlmU: -0.7%

Results for Cn1nnnc1SCCNCc1cccc2ccccc12 ?
RmlCD inh 1536: 9.3; M. tuberculosis GlmU: -6.8%

Results for CC(C)=CCC12Oc3cc(O)ccc3C1(O)Oc1cc3c(c(O)c1C2=O)C=CC(C)(C)O3 (stereo not given) ?
M. tuberculosis GlmU: 5.0%

Results for O=C1COc2ccccc2N1Cc1ccccc1Cl ?
M. tuberculosis GlmU: -2.3%

How did OCCOCCn1c(C(CO)Nc2nc(-c3ccccc3Br)cs2)nc2ccccc21 (stereo not given) do in these assays?
M. tuberculosis GlmU: 1.6%

Results for CCOC(=O)c1nnc(-c2ccccc2)nc1Sc1c(Cl)cccc1Cl ?
M. tuberculosis GlmU: -1.5%

How did CC1CCCCC1NC(=O)COC(=O)c1ccc(N(C)C)cc1 (stereo not given) do in these assays?
M. tuberculosis GlmU: 2.4%

How did CC(C)CCC(C(=O)O)C(C)CC(=O)Nc1ccn(-c2ccccc2)n1 (stereo not given) do in these assays?
M. tuberculosis GlmU: 1.7%

How did S=C(NC1CCCCC1)N1CCOCCOCCN(C(=S)NC2CCCCC2)CCOCC1 do in these assays?
RmlCD inh 1536: 6.7; M. tuberculosis GlmU: 1.6%

Results for CCOC(=O)c1ccc(N2C(=O)CC(Sc3nc(O)c(CC)c(=O)[nH]3)C2=O)cc1 (stereo not given) ?
RmlCD inh 1536: 13.0; M. tuberculosis GlmU: 3.3%

Results for c1ccc(-c2nnc(CN3CCCc4ccccc43)o2)cc1 ?
M. tuberculosis GlmU: -1.5%

What do the screens show for `CCOC(=O)c1cnc(Nc2nc3ccccc3o2)nc1CSC(=S)N1CCCCC1`?
RmlCD inh 1536: -3.8; M. tuberculosis GlmU: 6.2%

How did COc1ccc(/C=C(\NC(=O)c2ccccc2)C(=O)NC2CCS(=O)(=O)C2)cc1 (stereo not given) do in these assays?
RmlCD inh 1536: -14.8; M. tuberculosis GlmU: 8.3%

Results for Cc1scc(C(=O)N/N=C/c2ccc(Cl)s2)c1C ?
M. tuberculosis GlmU: 9.7%

What do the screens show for `O=C(c1ccc(COc2ccccc2Br)cc1)N1CCCCCC1`?
RmlCD inh 1536: -10.8; M. tuberculosis GlmU: 1.3%

How did Cc1ccc(Oc2cnc3ccccc3n2)cc1 do in these assays?
RmlCD inh 1536: -3.6

Results for O=S(=O)(Cc1cc(-c2ccccc2Cl)no1)c1ccccc1 ?
RmlCD inh 1536: -13.6; M. tuberculosis GlmU: 0.9%

How did CCc1ccc(C(=O)/C=C/Nc2ccc(S(=O)(=O)Nc3onc(C)c3C)cc2)cc1 do in these assays?
M. tuberculosis GlmU: 7.8%
